Assay outcomes as filed in PubChem.
FUS suppressor = qHTS for Suppressors of FUS Proteinopathy: Primary screen using FUS-linked yeast assay | S. cerevisiae FUS-expressing, growth rescue, OD600, 24 h | Potency, µM (highest dose often 76.6 µM), for inactives: at the highest dose growth rescue (activation), most hits filed as activators | 0.24% of 390,000 active;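 further: potency means the concentration at half of the fitted maximal effect; plate controls were DMSO vehicle for no effect and reference control for full effect; nearly all actives have a fitted effect of over 55% in size; some results filed as inactive show a strong effect at the top dose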
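Yeast FUS proteinopathy model; galactose-induced FUS (2%), starting OD 0.005. Cpds in dilution series, 24hr, 30C, 99% humidity. Abs 600 nm growth. Pos ctrl CP55940 (top 92uM final); neg ctrl DMSO.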
Abeta yeast res = qHTS for compounds that reverse cellular toxicity of Amyloid beta (A-beta) peptide in yeast: Primary Screen. 0.063% of 410,000 active. AID 1347071, 2019. Potency, µM (titrated, usually from 46.1 µM), for inactives: at the highest dose growth rescue, most hits filed as activators. yeast expressing A-beta42, growth rescue, OD600, 48 h; response scale: 0% DMSO, 100% iron-clioquinol control; further: potency means the concentration at half of the fitted maximal effect; nearly all actives have a fitted effect of over 55% in size
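Yeast A-beta toxicity model in growth medium with pinned compounds, 48 h at 30 C; growth read as absorbance at 600 nm. Normalized to FeCl3/clioquinol equimolar mix (positive) and DMSO (negative).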
GLP-1R inv ag = qHTS of GLP-1 Receptor Inverse Agonists (Inhibition Mode) | HEK293 GLP-1R CRE-luciferase, luminescence, 24 h; GLP-1R form is constitutively active | Glucagon-like peptide 1 receptor (Homo sapiens), P43220 | 1.6% of 410,000 active | Potency, µM (series often up to 38.3 µM), for inactives: at the top dose activity change, negative = inhibition, most hits filed as inhibitors; further: potency means the concentration at half of the fitted maximal effect; on the % scale 0 is the no-effect control and ±100 the full control effect; nearly all actives have a fitted effect of over 55% in size
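Readout was luciferase luminescence, measured 12 min after detection reagent at room temperature. Beforehand, GLP-1R reporter HEK293 cells had sat 12 h, then received compounds for 24 hr at 37 deg C.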
TDP-43 yeast inh = qHTS of TDP-43 Inhibitors; TDP-43 expressing yeast growth rescue, BacTiter-Glo, 24 h; Potency, µM (series often up to 46.1 µM), for inactives: top-dose growth rescue (activation), usual class: activators; 1.8% of 410,000 active; AID 652104, 2013; further: potency means the concentration at half of the fitted maximal effect; % of control where 0% means no effect; nearly all actives have a fitted effect of over 50% in size
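Luminescence from BacTiter-Glo reports growth of TDP-43-expressing yeast after 24 hr at 30 deg C with compound. Cells were raffinose-pregrown to mid-log, then seeded in galactose medium at OD600=0.02.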
D3 antag = qHTS of D3 Dopamine Receptor Antagonist: qHTS; AID 652054, 2013; D(3) dopamine receptor (Homo sapiens), P35462; D3R cells, DiscoveRx beta-arrestin luminescence, antagonist mode; hits give low values; 2.5% of 360,000 active; max response, negative = inhibition, %; in the data active means max response below about -50%; inconclusive means no clear call, values can overlap the other calls; further: on the % scale 0 is the no-effect control and ±100 the full control effect; mostly tested at two doses, the higher about 12 µM
Target sequence (P35462 whole entry, looked up): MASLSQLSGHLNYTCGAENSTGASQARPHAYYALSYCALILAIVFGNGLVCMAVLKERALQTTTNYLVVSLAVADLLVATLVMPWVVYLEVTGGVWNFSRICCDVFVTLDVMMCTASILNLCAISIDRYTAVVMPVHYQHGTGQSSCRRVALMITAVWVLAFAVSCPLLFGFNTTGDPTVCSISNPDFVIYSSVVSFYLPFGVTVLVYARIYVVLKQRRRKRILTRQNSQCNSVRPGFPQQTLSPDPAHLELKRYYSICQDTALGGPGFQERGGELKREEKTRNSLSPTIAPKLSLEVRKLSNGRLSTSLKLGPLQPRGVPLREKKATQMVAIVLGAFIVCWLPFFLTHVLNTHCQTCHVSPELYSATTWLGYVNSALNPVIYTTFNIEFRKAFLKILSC
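Cells plated overnight at 1500 cells/well, then exposed to library compounds with dopamine controls for 90 minutes at 37 degrees C. DiscoveRx reagent added for 30–60 minutes at room temperature; luminescence read, quantitative HTS format.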
PTHR1 agonist = qHTS for PTHR1 Agonists: Primary Screen; HEK293 GP2 PTHR1 cells, GloSensor cAMP luminescence, 1 h; Potency, µM (doses to about 115 µM), for the others: at the top dose activation, usual class: activators; 0.075% of 410,000 active; AID 743266, 2014; further: potency means the concentration at half of the fitted maximal effect; nearly all actives have a fitted effect of over 55% in size; some results filed as inactive show a strong effect at the top dose; inactives centre near -15; many of its hits are not listed in these tables
Target sequence (Q03431 whole entry, looked up): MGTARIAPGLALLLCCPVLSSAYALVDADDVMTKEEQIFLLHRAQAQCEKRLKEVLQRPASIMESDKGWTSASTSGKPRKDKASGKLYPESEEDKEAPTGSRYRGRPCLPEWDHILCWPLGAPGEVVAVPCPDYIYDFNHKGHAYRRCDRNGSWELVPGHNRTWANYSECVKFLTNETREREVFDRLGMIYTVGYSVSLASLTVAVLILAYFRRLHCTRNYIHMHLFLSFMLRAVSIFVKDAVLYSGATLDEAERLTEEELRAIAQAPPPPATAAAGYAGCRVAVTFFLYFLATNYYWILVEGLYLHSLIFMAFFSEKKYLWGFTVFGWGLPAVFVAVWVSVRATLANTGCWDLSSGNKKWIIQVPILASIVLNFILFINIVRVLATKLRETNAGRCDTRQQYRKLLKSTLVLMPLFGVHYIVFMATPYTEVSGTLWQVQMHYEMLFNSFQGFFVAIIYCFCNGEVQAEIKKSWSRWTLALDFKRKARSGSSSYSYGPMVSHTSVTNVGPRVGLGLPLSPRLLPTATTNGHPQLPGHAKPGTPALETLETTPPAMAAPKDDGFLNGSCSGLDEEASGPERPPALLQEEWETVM
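HEK-293-derived GP2 cells expressing PTHR1 and a GloSensor cAMP reporter, 3,000/well, plated overnight, given luciferin plus IBMX (each 0.5 mM as added) for 1 h at 37 °C, then compound for 1 h at 37 °C. Luminescence was read after 15 min at room temperature.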
GLP1R ag = qHTS of GLP-1 Receptor Agonists; Glucagon-like peptide 1 receptor (Homo sapiens), P43220; HEK293 GLP-1R CRE-luciferase, luminescence, 4-6 h; cells express a hypersensitive GLP-1R form; Potency, µM (highest dose often 45.6 µM), without a hit: top-dose activation, most hits filed as activators; 0.007% of 380,000 active; further: potency means the concentration at half of the fitted maximal effect; % of control where 0% means no effect
pAkt inh = HTS Assay for Inhibitors of Akt Phophorylation: Primary Screen | AID 651550, 2012 | 0.32% of 360,000 active | activity change, % for hits at 50 µM | Neuro2A IGF-stimulated pAkt S473 HTRF, 20 min; hits give low values; in the data active means activity change below about -80%; inconclusive means mostly about -51% to -80%; further: on the % scale 0 is the no-effect control and ±100 the full control effect
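Single-point screen (50 µM final compound) in Neuro2A cells stimulated 20 min with 6 nM IGF at 37 deg C. After lysis, Ser473-phosphorylated Akt read by HTRF (ex 330 nm, em 615/665 nm) as the 665/615 ratio.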
aSyn rescue = qHTS of alpha-syn Inhibitors; Yeast expressing alpha-synuclein, growth rescue, BacTiter-Glo, 24 h; Potency, µM (top dose mostly 46.1 µM), for inactives: top-dose growth rescue (activation), hits mostly activators; 0.14% of 370,000 active; AID 652106, 2013; further: potency means the concentration at half of the fitted maximal effect; % of control where 0% means no effect; nearly all actives have a fitted effect of over 65% in size
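Screening used galactose-induced yeast with toxic alpha-synuclein levels, exposed to compound for 24 hr at 30 deg C. Cell growth, read with BacTiter-Glo luminescence, gave the measured signal.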
Starred values were filed as active, the others as inactive; i = inactive; ? = inconclusive; . = not tested or not shown; & = joins results of further samples; [ ] = another dose, or the depositor's remark. Unless noted, the call rests on the fitted dose curve; in most records, active means well fitted curve in the direction sought with a large enough effect; inconclusive means small, poorly fitted or top-dose-only effect, or another doubt; inactive means no such curve, though single readings can be large; an effect the other way counts as inactive or inconclusive. Not all compounds are listed, so the mix of outcomes need not match the whole.

SMILES	FUS suppressor	Abeta yeast res	GLP-1R inv ag	TDP-43 yeast inh	D3 antag	PTHR1 agonist	GLP1R ag	pAkt inh	aSyn rescue
NC(N)=NC(=O)c1nc(Cl)c(N)nc1N	-40%&-29%&-19%	-6%&-4%&1%	?	7%&0%	-19&17	-19%&-32%&-25%	-1%&-6%&-3%&-7%	i	-9%&2%&-3%
CCN(CC)C(=O)c1ccc(NC(=O)c2cccc(S(=O)(=O)N3CCN(Cc4ccccc4)CC3)c2)cc1	24%	6%	?	24%	9	i	-2%	i	-5%
CCOC(=O)c1c(P(=O)(N2CCOCC2)N2CCOCC2)noc1N	-26%	-1%	43%[activator]	-8%	10	i	-10%	i	2%
Oc1ccc(O)c2c1C1(Cl)C(Cl)=C(Cl)C2(Cl)C1(Cl)Cl	-5%	-72%[inhibitor]	?	?	?	-20%	8%	i	-42%[inhibitor]
CN1c2ccc([N+](=O)[O-])cc2CC2(C(=O)NC(=O)N(c3ccc(Br)cc3)C2=O)C1c1ccccc1 (centres undefined)	18µM*	10%	?	-9%	-51*	-15%	-31%[inhibitor]	i	12%
CN(C)c1ccc(C=C2C=CC=C2)cc1	0%	2%	-11%	22%	-18	-38%[inhibitor]	-15%	i	7%&0%
S=P(NCCSCc1ccccc1)(N1CC1)N1CC1	10%	-9%	-26%	-1%	-18	i	13%	i	4%
Brc1ccc2c(c1)CN(CC1CCCCC1)Cc1cnnn1-2	-7%	-12%	1%	24%	19	-19%	19%	i	5%
CCOP(=O)(OCC)C(O)c1cccnc1 (centres undefined)	-16%	7%	10%	7%	6	-9%	2%	i	-1%
FC(F)(F)c1ccccc1CCN1CCNCC1	-19%	3%	?	-13%	-16	i	-1%	i	2%
O=C(Nc1ccc2ccccc2c1)N1C[C@H]2C[C@@H](C1)c1cccc(=O)n1C2	-36%	4%	19%	-14%	-24	-23%	-4%	i	1%
CCCNC(=O)N1[C@H]2CC[C@@H]1C(C(=O)OC)=C(c1ccc(F)cc1F)C2	-16%	9%	9%	12%	6	i	-3%	i	-2%
O=C(NN1C(=O)C2C3C=CC([C@H]4CC34)[C@@H]2C1=O)c1ccc(Br)cc1 (some centres undefined)	0%	19%	-30%	13%	1	-42%[inhibitor]	0%	i	3%
CCNC(=S)NCCC1=c2ccccc2=N/C1=C\c1c(O)n(C)c(=O)n(C)c1=O	16%	19%	10%	-3%	-2	-24%	3%	i	-3%
CS(=O)(=O)c1ccc(C2=C(CNC(=O)c3cccs3)[C@H]3CC[C@@H](C2)N3CCOc2ccccc2)cc1	12%	6%	13%	20%	-20	i	7%	i	0%
COCCCNC(=O)c1c(N)n(Cc2ccco2)c2nc3ccccc3nc12	17%	27%	?	9%	10	i	25%	i	12%
COc1ccc(C(=O)NC(=S)N2C[C@H]3C[C@H](C2)c2cccc(=O)n2C3)cc1	9%	-1%	3%	23%	39	-13%	7%	i	0%
NC(Cc1ccc(Cl)cc1)c1csc(Nc2cnccn2)n1 (centres undefined)	-13%	?	?	19%	-2	-23%	-1%	i	-2%
CC(C)(C)NC(=O)NC(=O)CN1CC=C(c2ccccc2)CC1	4%	8%	?	15%	-8	-5%	1%	i	9%
COc1ccc(-c2nn3c(=O)cc(CN4CCN(C(=O)COc5ccc(F)cc5)CC4)nc3s2)cc1	9%	-11%	11%	7%	.	-36%	.	.	.
COC(=O)C1=C(c2ccc(Cl)c(C(F)(F)F)c2)C[C@@H]2CC[C@H]1N2C(=O)NCc1cc(C)oc1C(F)(F)F	28%	6%	?	-1%	?	-2%	5%	i	10%
Cc1ccc2nc(N3CCN(C)CC3)[nH]c2c1	-1%	9%	9%	-6%	?	i	5%	i	-6%
O=P(O)(Oc1ccccc1)c1ccccc1	.	7%	15%	-4%	-4	i	3%	i	-14%
CCOc1ccccc1CN(CCc1ccc2c(c1)OCO2)Cc1ccc(CC)cc1	-2%	-17%	-19%	-18%	.	-9%	5%	.	-4%

Looked up by compound from the entries so far (2):
SMILES	FUS suppressor	Abeta yeast res	GLP-1R inv ag	TDP-43 yeast inh	D3 antag	PTHR1 agonist	GLP1R ag	pAkt inh	aSyn rescue
O=C(NN1C(=O)C2C3C=CC([C@H]4CC34)[C@@H]2C1=O)c1ccc(Br)cc1 (some centres undefined)	0%	19%	-30%	13%	1	-42%[inhibitor]	0%	i	3%
CCNC(=S)NCCC1=c2ccccc2=N/C1=C\c1c(O)n(C)c(=O)n(C)c1=O	16%	19%	10%	-3%	-2	-24%	3%	i	-3%

Entries of single compounds from above. Screens in order: FUS suppressor, Abeta yeast res, GLP-1R inv ag, TDP-43 yeast inh, D3 antag, PTHR1 agonist, GLP1R ag, pAkt inh, aSyn rescue
`Brc1ccc2c(c1)CN(CC1CCCCC1)Cc1cnnn1-2` is listed with -7%, -12%, 1%, 24%, 19, -19%, 19%, i, 5%
`CCOc1ccccc1CN(CCc1ccc2c(c1)OCO2)Cc1ccc(CC)cc1` is listed with -2%, -17%, -19%, -18%, ., -9%, 5%, ., -4%

Back to the main list, repeating the 4 entries before the break.
SMILES	FUS suppressor	Abeta yeast res	GLP-1R inv ag	TDP-43 yeast inh	D3 antag	PTHR1 agonist	GLP1R ag	pAkt inh	aSyn rescue
COC(=O)C1=C(c2ccc(Cl)c(C(F)(F)F)c2)C[C@@H]2CC[C@H]1N2C(=O)NCc1cc(C)oc1C(F)(F)F	28%	6%	?	-1%	?	-2%	5%	i	10%
Cc1ccc2nc(N3CCN(C)CC3)[nH]c2c1	-1%	9%	9%	-6%	?	i	5%	i	-6%
O=P(O)(Oc1ccccc1)c1ccccc1	.	7%	15%	-4%	-4	i	3%	i	-14%
CCOc1ccccc1CN(CCc1ccc2c(c1)OCO2)Cc1ccc(CC)cc1	-2%	-17%	-19%	-18%	.	-9%	5%	.	-4%
[N-]=[N+]=NCc1cn2cccnc2n1	6%	9%	1%	-13%	9	i	13%	i	-3%
O=c1[nH]c2ccccc2c(=O)n1-c1ccc(Cl)cc1Cl	-2%	7%	11%[7.66 µM]	?	3	-16%	-1%	i	0%
Cc1ccc(/C=C/C2=NN(Cc3ccc(Cl)c(Cl)c3)C(=O)CC2)cc1	9%	14%	?	17%	49	i	12%	i	28%
CNC(=O)c1cccn(Cc2ccc(C(F)(F)F)cc2)c1=O	0%	-16%	88%[activator]	-5%	13	-42%[inhibitor]	3%	i	5%
CC(=O)C1CCC2C3CCC4CC(O)CCC4(C)C3CCC12C (centres undefined)	9%	-40%[inhibitor]	-29%	?	49	-18%	-6%	i	5%
COC(=O)[C@@H](N)CCCN=C(N)N[N+](=O)[O-]	-36%	-15%	4%	0%	11	i	3%&-6%	i	2%&-3%
COC(=O)C1=C(c2ccc(F)cc2OCc2ccccc2)C[C@@H]2CC[C@H]1N2C(=O)NCc1ccco1	32%	10%	?	0%	-25	-12%	9%	i	0%
COc1cc2c(C(=O)N3CCN(C)CC3)c(C)n(C)c2cc1Br	-2%	14%	4%	-8%	-9	i	1%	i	1%
CCCNc1nc(OC)nc(N2CC3CC(C2)c2cccc(=O)n2C3)n1 (centres undefined)	9%	6%	11%	-4%	8	?	-3%	i	-4%
O=C(CSc1nc(-c2ccc(Cl)cc2)[nH]c(=O)n1)Nc1cccc(Cl)c1	9%	-5%	?	10%	7	i	3%	i	0%
O=C(O)C1CSC(c2cccnc2)N1 (centres undefined)	56%	-18%	2%	-30%[inhibitor]	-75*	i	-13%	i	1%
CC(C)C12CN3CCN(CC(C3)C1O)C2 (centres undefined)	15%	-11%	2%	-22%	5	i	-17%	i	4%
COc1cc(O)cc2c1C(=O)OC(C)CCCC(=O)CCC/C=C\2 (centres undefined)	14%	0%	-2%	14%	12	-5%	9%	i	-1%
O=C(C[N+]12CCC(CC1)C(OC(=O)c1ccccc1)C2)c1ccc([N+](=O)[O-])cc1 (centres undefined)	-17%	-3%	-5%	16%	5	-4%	-2%	i	-7%
CNCC(=O)c1ccccc1	-15%	-22%	-4%	-2%	-51*	-36%	-2%	i	3%
CCOC(=O)c1cccc(NC(=O)NCc2ccc3c(c2)CCN3C(=O)c2ccccc2)c1	?	-16%	?	5%	.	-22%	.	.	.
Nc1c(C(=O)Nc2ccc(Br)cc2F)sc2nc3c(cc12)N1CCC3CC1	-14%	-7%	-22%	10%	.	-30%[inhibitor]	2%	.	2%
CN(CCc1ccccc1)Cc1c[nH]c2ccccc12	-13%	0%	?	8%	-19	i	4%	i	12%
O=C(O)c1ccccc1N=Nc1c(O)[nH]c(=O)[nH]c1=O	-16%	-15%	5%	5%	0	2%	-5%	i	0%
CC(=CCOc1ccc2ccc(=O)oc2c1)C1=CC(=O)C(C)(C)O1	4%	-41%[inhibitor]	2.2µM*	?	-26	-35%[inhibitor]	0%	i	10%
CC1(C)CN=C(Nc2nc3ccccc3s2)S1	-6%	9%	?	?	-8	i	15%	i	0%
CCC(=NC1CCN(Cc2ccccc2)CC1)c1c(O)[nH]c(=O)[nH]c1=O	15%	20%	0%	-16%	-8	i	14%	i	2%
C=CCn1c(=O)c(C=Nc2cccc([N+](=O)[O-])c2)c(O)n(CCCC)c1=O	19%	19%	-21%	?	18	-7%	10%	i	9%
O=c1c2ccccc2c(C=Nc2ccc(O)cc2)c(O)n1Cc1ccccc1	-5%	0%	?	10%	0	-3%	27%	i	1%
